KLF5 inh: kruppel-like factor 5 inhibition. inhibition, % at 5 µM. DLD-1 KLF5 promoter-luciferase reporter, luminescence. 290,000 tested, 0.23% active. AID 1700;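 active = inhibition above a per-plate limit of that plate's mean compound inhibition plus 3 SD, cut at about 60% in these data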;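 also: 0% = DMSO wells and 100% = LY294002 at 200 µM; higher means less KLF5 promoter-driven luciferase light; inactives centre near -14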
HSF-1 act: increases HSF-1 driven luciferase reporter signal; NIH3T3-HGL HSF-1 luciferase reporter, MG132, 8 h; 100% = twice DMSO control signal; activation, % at 9 µM; 300,000 tested, 1.7% active;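 active = mean replicate activation of at least 50% with a set share of replicates each reaching 50%; inconclusive = only one of those two conditions met; inactive = mean below 50% and too few replicates reaching it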;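 also: 0% = median of the neutral control wells and 100% = twice that signal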
aSyn UTR inh: 5' untranslated region of α-synuclein, MLPCN primary screen; alpha-synuclein 5'UTR reporter, inhibitor activity; inhibition, % (tested at 7.5 µM); 300,000 tested, 0.82% active; AID 1813; in the data active = inhibition above about 60%; inconclusive = no clear call, values can overlap the other calls;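 also: H4 neuroglioblastoma cells stably carrying SNCA 5'UTR luciferase fusion; 0% = DMSO wells and 100% = positive control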
HSF1 inh: HSF1 inhibition; NIH3T3-HGL HSE-luciferase, MG132-induced, luminescence 8 h; active compounds read low; activity change, negative = inhibition, % at 7.5 µM (by protocol); 300,000 tested, 0.77% active;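 active = more than half of replicate wells show activity change below -50%, luminescence cut by over half; inconclusive = some wells, but at most half, below -50%; inactive = no replicate well below -50%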;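 also: luciferase reports HSF-1 transcriptional activity via heat shock element; 0% = median of DMSO wells and -100% = zero luminescence signal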
HIF act: HIF pathway transcriptional activation; U2OS HRE-luciferase reporter, luminescence; normalized: DMSO 0%, desferrioxamine 100%; 300,000 tested, 0.32% active; activation, % at 7.5 µM (by protocol);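 active = mean activation of at least 10% of the iron chelator positive control signal, with at least half of replicates also reaching 10%; inconclusive = mean and replicate majority disagree about reaching 10%; inactive = mean and most replicates under 10%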
IEC-6 cytotox: IEC-6 cytotoxicity, counter-screen for KLF5 inhibitors. inhibition, % at 5 µM. 290,000 tested, 0.78% active. luminescence viability; in the data active = inhibition above about 22%;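 also: 0% = plate median of test compound wells and 100% = cytotoxic reference compound wells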
HSP90 inh: blocks HSP90-mediated luciferase refolding in reticulocyte lysate. Rabbit reticulocyte lysate, luciferase refolding luminescence, 3 h. inhibition, % at 5.6 µM. 290,000 tested, 0.91% active. AID 1789;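 active = inhibition above the screen-wide mean plus 3 SD, computed separately per campaign, cut at about 16% in these data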;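 also: 0% = DMSO wells and 100% = 60 µM geldanamycin wells; inhibitors lower the luminescence because luciferase stays unfolded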
AI-2 QS modul: modulates the Vibrio harveyi AI-2 quorum sensing system; Vibrio harveyi JMH597 AI-2 luminescence/OD600 ratio, 9 h; active compounds read low; strain lacks LuxN and CqsS sensors; 0 = neutral-control median; AID 2094; activity change, % at 7.5 µM; 300,000 tested, 0.4% active; in the data active = activity change below about -75%, passing the limit was not always enough; inconclusive = no clear call, values can overlap the other calls;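 also: luminescence divided by OD600 gain over 9 h not by final OD600 alone; inactives centre near 13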
SKKanGAS inh: SKKanGAS growth inhibition; S. pyogenes SKKanGAS, kanamycin growth, BacTiter-Glo, 6 h; inhibition, % at 7.5 µM; 300,000 tested, 1.3% active;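 active = mean replicate score, as percent of positive control median, at least 50; inconclusive = mean below 50 but one replicate at or above 50; inactive = mean and every replicate below 50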;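 also: strain carries kanamycin resistance gene driven by streptokinase promoter and grows in 40 µg/ml kanamycin; loss of luminescence reflects streptokinase promoter inhibition or plain growth inhibition; 0% = median of DMSO wells and 100% = positive control at its reference dose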
Platelet DG rel: platelet dense granule release activity | human platelet-rich plasma, SFLLRN dense granule ATP release, luminescence | inhibition, %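 (compounds screened at 7.5 µM in platelet-rich plasma)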 | 300,000 tested, 0.22% active | AID 1663;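 active = mean replicate score, as percent of positive control, at or above 50; inconclusive = mean below 50 but at least one replicate at or above 50; inactive = mean and every replicate below 50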
Active calls of the source: *; ? = inconclusive; . = no result given. Compounds as they come. About 6% of those tested had a hit in this group.

SMILES | KLF5 inh | HSF-1 act | aSyn UTR inh | HSF1 inh | HIF act | IEC-6 cytotox | HSP90 inh | AI-2 QS modul | SKKanGAS inh | Platelet DG rel
Cc1cc(C)c(S(=O)(=O)NCC2CCC(C(=O)NCc3ccc4c(c3)OCO4)CC2)c(C)c1 (stereo not given) | -9 | 23 | 8 | 10 | 0.1 | -2 | 1 | 0 | -3 | -2
Cc1cc(=O)oc(C)c1C(=O)Nc1cccc2nonc12 | -5 | 6 | 11 | -8 | -0.3 | 3 | 1 | 22 | 3 | -2
CCOC(=O)/C(C#N)=C\c1cc(OC)c(OC)cc1[N+](=O)[O-] | -14 | -8 | 3 | -2 | 0.1 | -7 | 5 | 28 | -5 | -3
CCOCCN(C=O)c1cccc(OC)c1 | -25 | 0 | -10 | -5 | 0.0 | 1 | 3 | 11 | 4 | 3
O=C(CC1CCCCC1)NCC1CCCO1 (stereo not given) | 2 | 20 | -4 | 1 | -0.3 | -3 | -4 | 10 | -1 | -11
Cc1ccc(S(=O)(=O)NNC(=O)C(O)(c2ccccc2)c2ccccc2)cc1 | -35 | -2 | 2 | 0 | -0.5 | 1 | 5 | 12 | 5 | -6
CC(C)(C)C(=O)c1cnc(Nc2ccccc2)s1 | -125 | 47 | -123 | 35 | 2.1 | -7 | 0 | 10 | 1 | -9
CCN1C(=NCCCCO)N[C@@H](c2cccc(F)c2)C(C(=O)OC)=C1C | -9 | 1 | 3 | -2 | 0.1 | 2 | 1 | ? | 3 | -3
COc1ccc(S(=O)(=O)NCCSc2ccc(C)cc2)cc1OC | -22 | -5 | -7 | -5 | -0.3 | -1 | 1 | 19 | 4 | 10
COc1ccc(C(=O)/C=C/c2ccc(OC)cc2OC)c(O)c1 | -22 | 21 | -283 | 6 | 3.9 | 1 | -4 | -14 | 3 | 0
COc1ccc(-c2noc(Cc3ccc(Cl)cc3)n2)cc1OC | -17 | 9 | 9 | 2 | 0.2 | 0 | -2 | -10 | -9 | -3
COc1ccc(OC)c(NC(=O)CN(C)S(=O)(=O)c2ccc(Cl)cc2)c1 | 4 | 4 | 28 | 2 | 0.4 | 4 | -1 | 21 | 3 | -3
CC(C)[C@H](NC(=O)OCc1ccccc1)C(=O)OCC(=O)Nc1c(F)cccc1F | -23 | -2 | 30 | -4 | -0.1 | -5 | -3 | 4 | -3 | -7
COC(=O)C(CC(C)C)Oc1ccc2c(C)cc(=O)oc2c1 (stereo not given) | -17 | -18 | -6 | -4 | -0.6 | 3 | 0 | 11 | -1 | 4
Cc1ccccc1CC(=O)Nc1ccc2c(c1)CCC2 | -14 | -4 | -12 | 6 | 2.8 | -3 | 2 | 18 | 4 | 2
C=CCn1c(Cc2ccc(OC(C)C)c(Cl)c2)nnc1SCC(N)=O | -11 | -2 | 3 | 0 | -0.1 | 1 | -6 | 32 | -1 | 5
Cn1c(C(=O)N2CCC(C(N)=O)CC2)cc2c(=O)n(C)c3ccccc3c21 | -11 | 27 | -4 | 5 | -0.2 | -2 | 1 | 4 | -4 | 3
COc1ccc(N2C(=O)/C(=C3/C=CC=CN3C)SC2=S)cc1 | -13 | 0 | -13 | -3 | -0.7 | 3 | -3 | 27 | -1 | 3
CCOC(=O)N1CCN(CC(O)c2ccc3cc[nH]c3c2)CC1 (stereo not given) | -49 | -10 | 17 | 3 | 0.4 | 5 | -2 | 21 | -5 | 2
Cc1ccc(-c2cc(C(=O)N3CC(C)OC(C)C3)c3ccccc3n2)o1 (stereo not given) | . | 0 | -9 | 4 | 1.0 | . | . | -2 | 18 | 2
O=C(c1cc(-c2ccccc2)on1)N1CCc2ccccc2C1 | -24 | 14 | -47 | 6 | 0.4 | -5 | -1 | -41 | -6 | -4
Cc1ccc(S(=O)(=O)N2CCOCC2)cc1C(=O)NCc1ccc2c(c1)OCO2 | -10 | 1 | -26 | 4 | 0.0 | 1 | -1 | 11 | -3 | 5
Nc1nc(Nc2cccc(F)c2)nc(N2CCOCC2)c1[N+](=O)[O-] | -10 | 8 | 31 | 7 | -0.3 | 6 | -2 | -5 | -3 | 8
CCCSc1nsc(NC(=O)Nc2ccc(F)cc2F)n1 | -83 | 68* | -129 | 53 | 0.3 | 11 | 1 | -41 | 64* | 0
O=C(COC(=O)c1cc(Br)ccc1Cl)NC(=O)NCc1ccccc1 | -28 | 18 | 5 | -2 | -0.3 | 2 | -3 | 12 | -6 | 7
Cc1ccc(C(=O)NC(=S)NNC(=O)c2cccc([N+](=O)[O-])c2)cc1 | -3 | 30 | 5 | 5 | -19 | -1 | -2 | ? | 74* | -4
O=C(CNC(=O)c1ccc(F)cc1)N/N=C/c1cc(Br)ccc1OCc1ccccc1 | -34 | 5 | -23 | -1 | 0.3 | 1 | 0 | 14 | ? | 1
CCN(CC)CCCNC(=O)CC1Sc2ccccc2NC1=O (stereo not given) | -8 | 7 | 2 | -6 | 0.0 | 1 | -3 | 12 | 4 | 3
O=C(CC(=O)c1ccccc1)Nc1cccnc1 | -14 | -6 | -27 | 4 | -0.2 | 5 | -3 | 7 | 8 | 4
CC(C)(C)OC(=O)N1CCC(c2c(C(=O)NC3CC3)cnn2-c2ccccc2)CC1 | -21 | 9 | 3 | -4 | -0.2 | -5 | 0 | 21 | 8 | -9
COc1cc(NC(=S)NCCCN2CCOCC2)c(OC)cc1Cl | 2 | 21 | -8 | 0 | -0.6 | -6 | -2 | -8 | -3 | 0
CCCCCc1nc2ccccc2c(=O)n1N | -15 | -28 | 9 | -11 | -0.1 | 6 | 3 | 15 | 3 | 6
Cc1cccc(NC(=O)CN2CCc3cc4c(cc3C2C)OCCCO4)c1 (stereo not given) | -10 | -4 | 9 | -1 | -0.2 | -2 | 0 | . | -1 | 9
CCCN(C(=O)CSCC(=O)Nc1ccc(OC)cc1)c1c(N)n(Cc2ccccc2)c(=O)[nH]c1=O | . | 8 | -2 | -2 | -0.1 | . | . | 28 | -9 | 13
CC(=O)Nc1ccc(N2C(=O)CSC2c2c(F)cccc2Cl)cc1 (stereo not given) | 4 | 20 | 7 | 1 | -0.5 | 8 | 4 | 12 | 0 | -1
C/C=C\C=C/C(=O)Nc1cccc(C2=NOC3(C2)C[C@@H](C(N)=O)N(C(=O)[C@H]2CCC(=O)N2)C3)c1 (stereo not given in full) | . | . | -1 | 0 | -0.1 | . | . | 13 | -2 | -2
C/C(=N\N=C\c1ccccc1F)c1nnn(-c2nonc2N)c1C | -18 | -35 | -79 | -16 | 2.3 | -6 | -1 | 14 | -2 | -4
Cc1cc(Cl)ccc1NC(=S)NCc1ccc(F)cc1 | -14 | 22 | 4 | 3 | -0.1 | 2 | 10 | -5 | 7 | -2
Cc1ccc(S(=O)(=O)N2Cc3ccccc3CC2C(=O)Nc2cc(C)on2)cc1 (stereo not given) | -22 | 14 | 9 | 7 | 0.2 | -3 | 1 | 9 | -1 | 1
Cc1cc(C)cc(N(C(=O)c2csnn2)C(C(=O)NC2CCCCC2)c2cccnc2)c1 (stereo not given) | -20 | -5 | -18 | -3 | -0.5 | 0 | -2 | -2 | -10 | -13
COc1ccc([N+](=O)[O-])cc1NC(=O)Cn1ccc(C(F)(F)F)n1 | -25 | 12 | 6 | 0 | -0.8 | -2 | 0 | 24 | 7 | -3
CCCCCc1nc2c(=O)n(C)c3ccccc3c2o1 | -17 | 25 | -36 | 17 | 2.6 | 0 | -1 | 16 | -10 | -6
O=C(CCc1nc2ccccc2s1)OCC(=O)c1ccccc1 | -44 | 16 | -100 | 2 | 0.9 | -11 | 0 | 5 | -2 | 0
O=C(NCc1ccccc1Cl)c1ccc(CS(=O)Cc2ccc(Cl)cc2)o1 (stereo not given) | -13 | -6 | 34 | 2 | 0.0 | 1 | -3 | 16 | 2 | 1
O=C(O)COC(=O)C1C(c2ccccc2)C(C(=O)O)C1c1ccccc1 (stereo not given) | -17 | -10 | -2 | 4 | -0.2 | -7 | 0 | 21 | 8 | -4
CCOC(=O)/C(C#N)=C/c1ccc(N2CCN(Cc3ccccc3)CC2)cc1 | 16 | -4 | -2 | 11 | -0.6 | 4 | -2 | 77 | 6 | 1
Cc1cccc(-c2noc(-c3ccoc3C)n2)c1 | -159 | 43 | -57 | 24 | 2.8 | 5 | 0 | 32 | 5 | -1
CCS(=O)(=O)N1CCC(C(=O)NCc2cc(OC)ccc2OC)CC1 | -27 | -4 | 36 | -4 | 0.2 | 0 | 0 | 25 | 11 | -1
Cc1c(OCC(=O)N2C[C@H]3C[C@@H](C2)c2cccc(=O)n2C3)ccc2c3c(c(=O)oc12)CCCC3 | -23 | -2 | -5 | 4 | 0.4 | 9 | 1 | 6 | 3 | 6
Cc1ccc(NC(=S)Nc2ccc(Cl)c(Cl)c2)c(OC(F)F)c1 | -40 | 27 | -39 | 4 | 0.1 | -4 | -1 | 21 | 2 | -14
O=C(NCC(c1ccco1)N1CCc2ccccc2C1)c1cccc(F)c1 (stereo not given) | . | 11 | -1 | 7 | -1.3 | . | . | 12 | -3 | 6
O=C(CC1CCCCC1)Nc1c2c(nn1-c1ccc(F)cc1)CS(=O)(=O)C2 | -18 | 36 | -42 | 5 | -0.5 | 13 | 5 | 2 | -9 | -12

8 structures out of the list, arranged by formula weight, highest first.
SMILES | KLF5 inh | HSF-1 act | aSyn UTR inh | HSF1 inh | HIF act | IEC-6 cytotox | HSP90 inh | AI-2 QS modul | SKKanGAS inh | Platelet DG rel
CC(C)[C@H](NC(=O)OCc1ccccc1)C(=O)OCC(=O)Nc1c(F)cccc1F | -23 | -2 | 30 | -4 | -0.1 | -5 | -3 | 4 | -3 | -7
CC(C)(C)OC(=O)N1CCC(c2c(C(=O)NC3CC3)cnn2-c2ccccc2)CC1 | -21 | 9 | 3 | -4 | -0.2 | -5 | 0 | 21 | 8 | -9
C=CCn1c(Cc2ccc(OC(C)C)c(Cl)c2)nnc1SCC(N)=O | -11 | -2 | 3 | 0 | -0.1 | 1 | -6 | 32 | -1 | 5
CCOC(=O)/C(C#N)=C/c1ccc(N2CCN(Cc3ccccc3)CC2)cc1 | 16 | -4 | -2 | 11 | -0.6 | 4 | -2 | 77 | 6 | 1
COc1ccc(S(=O)(=O)NCCSc2ccc(C)cc2)cc1OC | -22 | -5 | -7 | -5 | -0.3 | -1 | 1 | 19 | 4 | 10
CCCCCc1nc2c(=O)n(C)c3ccccc3c2o1 | -17 | 25 | -36 | 17 | 2.6 | 0 | -1 | 16 | -10 | -6
Cc1cccc(-c2noc(-c3ccoc3C)n2)c1 | -159 | 43 | -57 | 24 | 2.8 | 5 | 0 | 32 | 5 | -1
CCCCCc1nc2ccccc2c(=O)n1N | -15 | -28 | 9 | -11 | -0.1 | 6 | 3 | 15 | 3 | 6
